TbREL1 primary: TbREL1 inhibition, primary screen; P86926; TbREL1 RNA ligation, FRET fluorescence; inhibition, % at 9.66 µM; 0.49% of 89,000 active; AID 1117264;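 active = inhibition above the mean inhibition across all screened compounds plus 3 SD, cut at about 11% in these data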;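 note: 0% = plate median of test wells and 100% = NSC42067 control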
Target sequence (P86926 whole entry, looked up): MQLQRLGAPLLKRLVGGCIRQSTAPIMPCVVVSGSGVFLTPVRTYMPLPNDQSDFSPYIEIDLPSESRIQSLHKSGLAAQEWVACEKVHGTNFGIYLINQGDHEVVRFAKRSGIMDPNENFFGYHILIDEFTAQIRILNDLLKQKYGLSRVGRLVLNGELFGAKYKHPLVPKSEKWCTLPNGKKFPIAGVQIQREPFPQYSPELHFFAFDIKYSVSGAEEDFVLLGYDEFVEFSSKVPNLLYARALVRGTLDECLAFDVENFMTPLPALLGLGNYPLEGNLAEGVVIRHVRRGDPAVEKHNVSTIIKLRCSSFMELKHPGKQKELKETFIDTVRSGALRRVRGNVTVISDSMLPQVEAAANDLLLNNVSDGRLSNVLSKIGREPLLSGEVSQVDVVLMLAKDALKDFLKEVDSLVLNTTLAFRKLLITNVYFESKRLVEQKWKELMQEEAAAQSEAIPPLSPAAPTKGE
Starred values were filed as active, the others as inactive; & = joins results of further samples. The list is partial; the hit share may differ from the screen's.

SMILES	TbREL1 primary
CC(=O)Nc1ccc(S(=O)(=O)NCc2ccc(C(=O)NCCN3CCCCCC3)cc2)cc1	5
CCN(CC)S(=O)(=O)c1ccc(F)c(C(=O)NCCCN2CCOCC2)c1	-2
CCCc1cc(=O)[nH]c2nnc(SCC(=O)NC3CCCC3)n12	4
O=S(=O)(CC(CN1CCCC1)N1CCCC1)c1ccc2ccccc2c1 (stereo not drawn)	-4
COCC1COS(=O)(=O)NC1(C)C (stereo not drawn)	0
CCOC(=O)Cc1csc(NC(=O)CCCCCN2C(=O)c3cccc4cccc(c34)C2=O)n1	0
CCCCn1c(N)c(N(CC(C)C)C(=O)c2cnc(C)cn2)c(=O)[nH]c1=O	0
N#CC(C(=O)Nc1ccccc1)=C1Nc2ccccc2N1	-3
COc1ccc(C(=O)c2c(-c3ccsc3)oc3ccc(-c4ccc(OC)cc4)cc23)cc1	1
COc1ccc(C(=O)N2CCn3c2nc2ccccc23)cc1	0
Cc1ccc(-c2cc(C(=O)NN=Cc3cccc(Oc4ccccc4)c3)[nH]n2)cc1C	5
CC(C)c1nc2cc3ccccc3cc2[nH]1	-3
O=[N+]([O-])c1ccc(NC(=S)N2CCN(c3ccccc3)CC2)cc1	5
CCOC(=O)C1(C)CCCN(C(=O)c2cccc(C(F)(F)F)c2)C1 (stereo not drawn)	-2
COc1ccc(N(C(=O)COc2ccccc2)C2C=CS(=O)(=O)C2)c(OC)c1 (stereo not drawn)	3
COc1ccc(NC(=O)C2CCCN(S(=O)(=O)c3cccc4cccnc34)C2)cc1OC (stereo not drawn)	3
CC1CCCCN1CCCNC(=O)c1ccc(Br)cc1 (stereo not drawn)	3
CCOc1cc(CNCCc2ccc(S(N)(=O)=O)cc2)ccc1OCc1ccc(Cl)cc1	7
CC(CC(=O)Nc1ccccc1)n1ccnc1 (stereo not drawn)	-2
O=C1CN(S(=O)(=O)c2ccc(Cl)cc2)CC(=O)N1CCc1ccccc1	-1
COCCNC(=O)Cc1ccc(Br)cc1	0
CSCC[C@H](NC(=O)OC(C)(C)C)c1nnc(SCC(N)=O)o1	-1
CC(=O)Nc1ccc(S(=O)(=O)N2CCC(C(=O)NC3CCCC3)CC2)cc1	3
O=c1[nH]n(-c2ccc([N+](=O)[O-])cc2)c(=O)c2ccccc12	1
C/C(=N\NC(=O)C(=O)Nc1cccc(C(F)(F)F)c1)c1ccc(Cl)s1	-2
CCN(c1ccccc1)c1nc2nonc2nc1NCCO	1
CC1(C(=O)Nc2nccs2)Cc2ccccc2C(=O)O1 (stereo not drawn)	-1
Cc1cccc(-c2cc(C(=O)Nc3c(C)n(C)n(-c4ccccc4)c3=O)c3ccccc3n2)c1	3
Cn1cc(C(=O)NC2CCCCCCC2)c(=O)c2cc(S(=O)(=O)N3CCCC3)ccc21	0
Cc1ccc(C(=O)N(CN2CCCC2=O)c2ccc(F)cc2)cc1C	-1
Cc1ccc(C2=NOC(C)(c3nnc(-c4cccc(Cl)c4)o3)C2)cc1 (stereo not drawn)	-1
C[C@H]1[C@@H](NC(=O)C2CCCCC2)CC[C@@]23CCCN2C(=O)CCC[C@@H]13	-3
COCCCNC(=O)c1ccc(CS(=O)(=O)c2ccc(OC)cc2)o1	-2
O=C(Nc1ccc2c(c1)OCO2)c1cc2ncc(Br)cn2n1	1
Cc1cc(C(=O)N2CCC2(C)C(=O)NS(=O)(=O)c2ccc(F)cc2F)nn1C (stereo not drawn)	0
COC(=O)C1=C(C)Nc2nc(-c3ccccc3)nn2C1c1ccc(C)o1 (stereo not drawn)	0
O=C(NCc1ccco1)C(NS(=O)(=O)c1cccc2nsnc12)c1ccccc1 (stereo not drawn)	-2
Cc1c(C(=O)NCCSCc2ccc(F)cc2)cnn1-c1ccc(Cl)cc1	0
COc1ccc(CC(NC(C)=O)C(=O)NC2CCN(c3ncccc3[N+](=O)[O-])CC2)cc1 (stereo not drawn)	-2
COCc1ccc(-c2c(-c3cccc(OC)c3)sc3ccc(OC)cc23)cc1	6
CCC1CCCCN1CCCNC(=O)Cn1ncc2c(C)n(Cc3ccccc3Cl)c(C)c2c1=O (stereo not drawn)	0
CN(c1ccc(OCC(=O)N2CCOCC2)cc1)S(=O)(=O)c1ccc(F)cc1	0
COCCCN1C(=O)C(=O)/C(=C(/O)c2ccc(OC)cc2)C12C(=O)N(C)c1ccccc12 (stereo not drawn)	-2
Cc1ccc(C)c(NC(=O)CSc2nnc(-c3ccccc3C)o2)c1	2
COc1ccc(-n2c(SCC(=O)NCC3CCCO3)nnc2-c2ccncc2)cc1 (stereo not drawn)	-2
CCC(=O)Nc1cccc(-c2nnc(SCC(=O)NCc3ccco3)n2C)c1	-3
Cc1cc(Br)cn2c(Cc3ccccc3)c(-c3ccc(Cl)cc3)nc12	3
O=C(NCc1cccc(C(F)(F)F)c1)C1CC(c2ccccc2[N+](=O)[O-])=NO1 (stereo not drawn)	3
CCCc1nc2ccccc2n1C(CCSC)C(=O)NC(C)(C)C (stereo not drawn)	-5
CN(CC(=O)NCCc1ccc(S(N)(=O)=O)cc1)S(=O)(=O)c1ccc(Br)s1	2
O=C(Nc1nc(-c2ccccc2)c(-c2ccccc2)o1)c1ccc(F)cc1	-1
COc1ccc(C2CC(c3ccc(F)cc3)Nc3nc(N)nn32)cc1OC (stereo not drawn)	-3
Cc1nn2c3c(cnc2c1-c1ccccc1)C(=O)CC(c1ccco1)C3 (stereo not drawn)	0
CCCCCCCc1c(C)nc(N2CCOCC2)[nH]c1=O	0
CC(=O)Nc1ccc(-c2cc(-c3ccc(NC(C)=O)cc3)nc(-c3ccccc3)n2)cc1	2
CCN(CC(=O)NCc1ccc(Cl)cc1)C(=O)NCc1ccc(Cl)cc1	-3
C#CCOCCOCCOCCNc1nc(N2CCN(C(=O)C([C@@H](C)CC)n3cc(C(N)COC(=O)C(F)(F)F)nn3)CC2)nc(N2CCN(C(=O)[C@H](CCC(=O)O)n3cc(C(N)CC(C)C)nn3)CC2)n1 (stereo partly drawn)	-2
O=C(OCc1c(F)cccc1Cl)c1cccnc1Cl	-1
CCC(c1nc2ccccc2[nH]1)n1c(=O)c(-c2cccs2)nc2ccccc21 (stereo not drawn)	5
O=C1c2cccnc2C(=O)N1CO	1

Additional entries.
SMILES	TbREL1 primary
CCOC(=O)C1NN=C(C(=O)c2ccc(C)cc2)C1c1ccc(C)cc1 (stereo not drawn)	3
O=C(CNC(=O)c1nc[nH]c1C(=O)N1CCNCC1)OCc1ccccc1	4
COc1ccc(CC(=O)N2CCN(S(=O)(=O)c3cc(Cl)ccc3Cl)CC2)cc1	0
CCOC(=O)CSc1nc2nc(C)cc(C)n2n1	7
O=C(CSc1nnc(NC(=O)c2ccc(F)cc2)s1)NC1CC1	1
O=C1c2ccccc2C(=O)N1CCCCSc1nc2ccccc2c(=O)n1CCCN1CCOCC1	-3
COC(=O)C1=C(C)N(Cc2ccc(Cl)cc2)C(=S)NC1c1ccc(F)cc1 (stereo not drawn)	-5
CCOC(=O)Cc1nnc(NC(=O)CSc2nnc3c4ccccc4n(C(C)C)c3n2)s1	-2
CCN(CC)CCNC(=O)c1cc2c(-c3ccc(Cl)cc3)nn(C)c2s1	5
CCOc1cc(/C=N/NC(=O)c2ccncc2)ccc1OS(C)(=O)=O	0
CCC(OC(=O)c1cccs1)C(=O)NCc1ccco1 (stereo not drawn)	-1
CCOc1cc(S(=O)(=O)NCCCN2CCOCC2)ccc1F	-1
Cc1cc(C(=O)OCC(=O)N(C)c2ccccc2)c2ccccc2n1	-1
CCOC(=O)C1(C#N)Cc2ccccc2C1	-1
CCS(=O)c1ccccc1C(=O)OCC(=O)Nc1ccc2ccccc2c1 (stereo not drawn)	1
CCCC(C)c1nnc(NC(=O)COc2ccc3c(c2)OCO3)s1 (stereo not drawn)	1
COc1cccc(C2/C(=C(/O)c3ccccc3)C(=O)C(=O)N2CCCC(=O)O)c1 (stereo not drawn)	1
Fc1ccccc1NC(=S)N1CCC(c2ccccc2)C1 (stereo not drawn)	-2
COc1ccc(CC(=O)N/N=C(\C)c2cccc(NC(=O)C3CC3)c2)cc1	-2
CCn1c2ccccc2c2cc(NC(=O)c3cc4c(C)nn(-c5ccccc5)c4s3)ccc21	0
O=C(CN1C(=O)NC2(CCc3ccccc32)C1=O)Nc1ccc(Br)cc1F (stereo not drawn)	3
Cc1occc1-c1nnc(SCc2cc(=O)n3cc(Br)ccc3n2)n1C	0
O=C(Nc1nc2ncccn2c1-c1ccc(C(F)(F)F)cc1)c1ccc(F)cc1	-1
CCC(CO)Oc1cc(NC(=O)Cc2ccccc2F)c2ncn(C(C)C)c2c1 (stereo not drawn)	0
Cc1ccc(C(=O)N2CC(C)SC2=Nc2cccc(S(=O)(=O)N(C)C)c2)cc1 (stereo not drawn)	-2
CC(CNC(=O)CN1C(=O)NC2(CCCCC2)C1=O)c1ccccc1 (stereo not drawn)	-1
CC(C)NC(=O)Cn1c(SCC(=O)N2c3ccccc3CC2C)nc2ccccc21 (stereo not drawn)	-2
Cc1ccc(OCc2nnnn2-c2ccccc2)cc1	8
O=C(NCC1CC1)C1Cc2c(-c3cccc(F)c3)ccnc2O1 (stereo not drawn)	-3
O=C(Nc1ccc2c(c1)OCCO2)c1ccccn1	0
CCOC(=O)C1CCCN(c2oc(-c3ccc(F)cc3)nc2C#N)C1 (stereo not drawn)	0
Fc1ccccc1COc1ccc(/C=N/n2cnnc2)cc1	1
Cc1ccc(S(=O)(=O)N(C)C)cc1NC(=O)/C=C/c1cccs1	-2
Cc1nc(C(=O)Nc2cc(F)cc(Cl)c2)sc1C1(C)CC(c2ccccc2)=NO1 (stereo not drawn)	-3
Cc1nccn1-c1c2c(c(C#N)c3nc4ccccc4n13)CCCC2	1
CC(=O)N1CCN(C(=O)CN2C(=O)CC(C)(C)S(=O)(=O)c3ccccc32)CC1	2
CC(C)CCNC(=O)C1CCN(S(=O)(=O)c2ccc3c(c2)CCC(=O)N3)CC1	-2
OCCC1CN(Cc2cccc3nccnc23)CCN1Cc1ccc(F)cc1 (stereo not drawn)	0
OCCN1CCN(CC(O)COc2ccc3ccccc3c2)CC1 (stereo not drawn)	-1&0
CNC(=O)Cn1c(=O)n(C)c2ccccc21	1
CC1CCN(C(=O)c2[nH]cnc2C(=O)NCC(=O)OC(C)(C)C)CC1	-2
COc1ccc(OCCOC(=O)c2cccc(-n3cnnn3)c2)cc1	4
Cc1ccc(-c2c(NC(=O)c3cccc(C)c3)nc3ncccn23)cc1	-2
O=C(c1ccccc1F)N1CCN(c2ccc([N+](=O)[O-])c3ncccc23)CC1	-1
Cc1c(-n2c(=S)[nH]c3ccccc3c2=O)c(=O)n(-c2ccccc2)n1C	0
Cn1c(=O)c(=O)n(C)c2cc(S(=O)(=O)N3CCCCCC3)ccc21	1
COc1cc(NC(=O)C2CCCN(S(=O)(=O)c3cnc[nH]3)C2)cc(OC)c1 (stereo not drawn)	1
Cn1c(Sc2nc3ccccc3n2C)nc2ccccc21	3
Oc1ccccc1C=Nn1c(-c2ccccc2F)n[nH]c1=S	-3
O=C(O)CCSc1nc(C(F)(F)F)cc(=O)n1-c1ccccc1	5
Cc1ccc(NC(=O)C2CCCN2S(=O)(=O)c2cccnc2)c(C)c1 (stereo not drawn)	3
COc1ccc(C2NC(c3ccc(OC)cc3OC)C(C)C(=O)C2C)c(OC)c1 (stereo not drawn)	1
N#Cc1cccc(NC(=O)OC2CC3CC2[C@H]2CCCCN2[C@H]3Cc2ccccc2)c1 (stereo partly drawn)	2
Cc1cc(-c2ccccc2)nc2cc(C(=O)NCc3ccco3)nn12	4
CCN(CC)CCSc1nnc(Nc2ccccc2)n1-c1ccccc1	0
O=C(Cc1cccc2ccccc12)NNC(=O)c1cccs1	0
COC(=O)c1ccc(NC(=O)c2ccc(N(C)S(C)(=O)=O)cc2)cc1	1
CC(C)CC1C(C#N)=C(N)OC2=C1C(=O)CC(c1ccccc1)C2 (stereo not drawn)	0
O=C1c2cccc3c(Nc4ccccc4Cl)c([N+](=O)[O-])cc(c23)C(=O)N1CCO	-1
Cc1ccc(N=CNc2ccc(C)cc2C)c(C)c1	7
O=C(CNC(=O)c1nc[nH]c1C(=O)N1CCN(c2ccccc2)CC1)OCc1ccccc1	-3
CC(NC(=O)CCNS(=O)(=O)c1ccc2c(c1)c(=O)n(C)c(=O)n2C)c1ccccc1 (stereo not drawn)	7

From PubChem
